# NRP1-CendR mod = modulators of CendR peptide binding to NRP-1, primary screen, biochemical, fluorescence polarization, uHTS | Neuropilin-1 (Homo sapiens), O14786 | FAM-RPARPAR peptide binding to NRP-1 | inhibition, % at 25 µM | actives 0.85% (n = 360,000) | AID 602438, 2012;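 active = inhibition or corrected inhibition above about 18%, plus a signal ratio from 0.5 to 1.5, limit read from the data, passing the limit was not always enough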; note: strong numbers were not always called active
# MT1-MMP act inh = blockers of MT1-MMP proenzyme processing, primary screen, HT1080 RFP-PRO-GFP cells, GFP/RFP fluorescence. Matrix metalloproteinase-14 (Homo sapiens), P50281. GFP/RFP ratio fluorescence, overnight; percent of plate control window, DMSO zero. GFP/RFP ratio change, % at 20 µM. actives 0.061% (n = 360,000);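 active = GFP/RFP ratio change of at least 30% with cell ATP level not reduced by more than half and red fluorescence within 50% of control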; note: strong numbers were not always called active
#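 Test system: HT1080 cells expressing an RFP-PRO-GFP fluorescent reporter construct / Compound dosing: single-point 20 µM compound, 1% DMSO / Schedule: cells overnight before dosing, compound overnight, 37 °C, 5% CO2 / Evaluation: GFP/RFP fluorescence ratio / Control set: DMSO and RFP-L50D-GFP cell wells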
# LMPTP block = LMPTP phosphatase inhibitors, primary screen, biochemical, fluorescence intensity, uHTS; Low molecular weight phosphotyrosine protein phosphatase (Homo sapiens), P24666; recombinant LMPTP-A, OMFP fluorogenic substrate; actives 0.22% (n = 360,000); AID 651560, 2012; inhibition, % at 20 µM;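 active = compounds that cut the enzyme signal by at least half of the control window in the single-dose screen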;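 note: plate controls were DMSO wells with enzyme plus substrate for no effect and substrate without enzyme for full effect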
# Target sequence (P24666 whole entry, looked up): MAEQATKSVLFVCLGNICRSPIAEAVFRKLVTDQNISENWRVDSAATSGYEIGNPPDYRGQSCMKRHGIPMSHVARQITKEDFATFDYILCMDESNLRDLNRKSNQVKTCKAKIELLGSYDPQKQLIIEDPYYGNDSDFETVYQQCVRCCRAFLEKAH
#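 Assay system: LMPTP-A enzyme. Input: 0.625 nM LMPTP-A final. Probe or stimulus: 400 µM OMFP. Compound dosing: single 20 µM dose. Schedule: 50 min dark incubation at room temperature. Detection: fluorescence intensity of OMFP turnover product. Read-out: percent inhibition versus substrate-only and uninhibited controls. Benchmarks: no-enzyme low control, uninhibited high control.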
# NadD inh = inhibitors of S. aureus NadD, primary screen, biochemical, colorimetric, uHTS; Nicotinate-nucleotide adenylyltransferase NadD (Staphylococcus aureus N315); purified NadD enzyme, colorimetric absorbance read-out; inhibition, % at 20 µM; actives 0.78% (n = 360,000); AID 602399, 2012; in the data active = inhibition above about 26%; note: some compounds past the cut are filed as inactive
# STEP block = STEP phosphatase inhibitors, primary screen, biochemical, fluorescence intensity, uHTS | Tyrosine-protein phosphatase non-receptor type 5 (Homo sapiens), P54829 | recombinant STEP, OMFP fluorogenic substrate | inhibition, % at 20 µM | actives 0.25% (n = 360,000);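 active = inhibition at 20 µM, scaled per plate between control wells, above about 37%, limit read from the data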;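 note: 0% = DMSO with enzyme and substrate and 100% = substrate only without enzyme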
#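 material = STEP tyrosine phosphatase | reagent = fluorogenic phosphatase substrate OMFP at 25 µM final | doses = single compound dose of 20 µM, 1% DMSO final | schedule = 20 min reaction, room temperature, in the dark | measured by = fluorescence, 480/540 nm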
# Rpn11 block = Rpn11 (PSMD14) deubiquitinase inhibitors, primary screen, biochemical, fluorescence polarization, uHTS; 26S proteasome non-ATPase regulatory subunit 14 (Homo sapiens), O00487; calls only at 20 µM; human 26S proteasome, Ub4-pepOG fluorescence polarization; 20S core pre-blocked with epoxomicin; AID 588493, 2011; actives 0.59% (n = 360,000);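 active = inhibition at 20 µM, scaled to each plate's controls, above about 33%, limit read from the data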
# Target sequence (O00487 whole entry, looked up): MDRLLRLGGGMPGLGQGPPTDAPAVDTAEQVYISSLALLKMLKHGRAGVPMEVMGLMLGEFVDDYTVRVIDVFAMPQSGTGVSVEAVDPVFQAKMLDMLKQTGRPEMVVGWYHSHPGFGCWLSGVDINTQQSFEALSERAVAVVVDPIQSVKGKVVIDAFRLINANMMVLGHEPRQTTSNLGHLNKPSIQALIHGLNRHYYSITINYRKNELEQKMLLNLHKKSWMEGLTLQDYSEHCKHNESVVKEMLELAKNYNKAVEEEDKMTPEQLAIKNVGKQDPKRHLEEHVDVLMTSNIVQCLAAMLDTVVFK
# SUMO1-SIM PPI = modulators of SUMO1 protein-protein interactions, primary screen, biochemical, uHTS; AID 602429, 2012; inhibition, % at 20 µM; actives 0.33% (n = 360,000); SUMO1 binding to a labelled peptide, TR-FRET, 1 h; in the data active = inhibition above about 37%
# Target sequence (P63165 whole entry, looked up): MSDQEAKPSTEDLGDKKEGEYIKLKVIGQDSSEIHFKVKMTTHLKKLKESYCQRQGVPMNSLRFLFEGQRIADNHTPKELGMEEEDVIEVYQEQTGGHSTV
# Scp-1 inhibitor = Scp-1 phosphatase inhibitors, primary screen, biochemical, colorimetric, uHTS | inhibition, % at 20 µM | actives 0.88% (n = 340,000) | Recombinant Scp1, phosphopeptide, malachite green phosphate absorbance | AID 493091, 2011;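 active = inhibition above about 50% at 20 µM, limit read from the data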;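 note: plate controls were DMSO wells with enzyme for no effect and wells lacking enzyme for full effect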
# Target sequence (Q9GZU7 76-261 limits assumed): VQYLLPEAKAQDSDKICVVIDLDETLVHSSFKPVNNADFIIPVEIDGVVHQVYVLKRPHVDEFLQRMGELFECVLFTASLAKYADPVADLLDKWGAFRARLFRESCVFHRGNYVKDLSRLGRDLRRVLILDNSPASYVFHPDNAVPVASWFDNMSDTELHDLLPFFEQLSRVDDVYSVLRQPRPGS
#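 System: SCP-1 catalytic domain; Reagent: Phospho 17-mer peptide substrate; Doses: one concentration, 20 µM, with 1.0% DMSO; Incubation: 45 min room-temperature reaction, 5 min colour, 30 min stabiliser; Signal: Phosphate-binding colour reagent, absorbance read at 630 nm.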
# SKN-1 block = suppressors of acrylamide-induced Pgst-4::GFP reporter in worms, primary screen, SKN-1 inhibitor project, whole organism, uHTS, GFP/RFP fluorescence ratio, strain VP596 | C. elegans VP596 Pgst-4::GFP/RFP ratio, 24 h | inhibition, % at 21.8 µM | actives 0.49% (n = 360,000);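 active = interference check ratio from 0.5 to 1.5 plus GFP to RFP signal ratio inhibition reaching or exceeding a fixed threshold, cut at about 30% in these data, passing the limit was not always enough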; note: some compounds called inactive have numbers as strong as hits
# DNMT1 block = human DNMT1 methyltransferase inhibitors, primary screen, biochemical, molecular beacon, fluorescence, HinP1I cleavage, uHTS. AID 588458, 2011. DNA (cytosine-5)-methyltransferase 1 (Homo sapiens), P26358. actives 0.83% (n = 360,000). inhibition (reported as % activation of signal), % at 10 µM; in the data active = inhibition above about 50%
# Active calls of the source: *; i = inactive; · = no result given. An unsorted share of the library; overall some 3.9% were active at least once.
NRP1-CendR mod | MT1-MMP act inh | LMPTP block | NadD inh | STEP block | Rpn11 block | SUMO1-SIM PPI | Scp-1 inhibitor | SKN-1 block | DNMT1 block | Compound
-4 | 1 | 1.7 | -5 | 3 | i | 3 | -9 | 21 | -4 | N#Cc1nc(-c2ccccc2F)oc1NCCc1ccccc1
2 | 4 | -2.0 | 1 | 0 | i | -27 | -9 | 2 | 0 | CC(=O)N1CCC(=NNc2ccc(S(=O)(=O)N3CCOCC3)cc2[N+](=O)[O-])CC1
-9 | 4 | 0.5 | -8 | 3 | i | 5 | -2 | 16 | 0 | CCn1c(=O)c(=O)[nH]c2cc(C(=O)N(C)Cc3ccc(OC)c(F)c3)ccc21
-9 | -1 | -1.6 | -5 | 3 | i | -8 | · | 6 | -2 | CN(C)C(CNC(=O)c1cccc(S(=O)(=O)N2CCc3ccccc3C2)c1)c1ccccc1 (stereo not given)
-4 | 6 | -1.2 | -2 | -1 | i | 4 | -34 | -3 | 1 | O=C(Nc1ccccc1Br)C1CCN(C(=O)Cc2ccccc2)CC1
5 | -4 | 2.0 | 1 | 5 | i | -3 | -5 | -21 | -3 | C=Cc1ccc(C(=O)N2CCCC(Nc3ccc4c(c3)OCCO4)C2)cc1 (stereo not given)
-1 | 0 | -1.3 | -6 | 1 | i | 5 | -11 | 17 | 1 | COc1ccc2c(c1)C(C1=C(O)CC(C)(C)CC1=O)C1=C(CC(C)(C)CC1=O)O2 (stereo not given)
-19 | 0 | -1.0 | -6 | 0 | i | 7 | -2 | -5 | -5 | COC(=O)C1Cc2c([nH]c3ccccc23)CN1 (stereo not given)
7 | 10 | 0.1 | 1 | 0 | i | -4 | -7 | 7 | 1 | CC(=O)O/C(=C\c1cn(C(C)=O)c2ccccc12)C(=O)O
20 | 2 | -0.9 | -4 | -2 | i | 6 | -3 | 11 | 0 | CC(C)CC1NC(=O)N(CC(=O)N2CCCc3ccccc32)C1=O (stereo not given)
-2 | 4 | -2.7 | 3 | 3 | i | 2 | -6 | 10 | 1 | Cc1nn(C)cc1CNC(=O)C1(C)CC1(Cl)Cl (stereo not given)
21 | 0 | -0.4 | 5 | 3 | i | 1 | 9 | -9 | 7 | O=C(O)c1ccc(CSc2nnc(-c3cccnc3)n2-c2ccc(Br)cc2)cc1
0 | 0 | -0.7 | 0 | 3 | i | -6 | -3 | 5 | -1 | Cc1oncc1-c1csc(-c2ccccc2)n1
-9 | -1 | -1.7 | -4 | 2 | i | -10 | -5 | 1 | 3 | Cc1cc([N+](=O)[O-])nn1CCCC(=O)NC(C)c1ccccc1 (stereo not given)
-11 | -1 | -0.3 | -1 | -2 | i | -22 | -11 | -7 | 0 | COC(=O)c1ccc(C(=O)OC)c(=O)[nH]1

# (list continues)
NRP1-CendR mod | MT1-MMP act inh | LMPTP block | NadD inh | STEP block | Rpn11 block | SUMO1-SIM PPI | Scp-1 inhibitor | SKN-1 block | DNMT1 block | Compound
-24 | -7 | 0.1 | 5 | 3 | i | -13 | -4 | 30 | -11 | CCC(C)(C)n1nnnc1C(c1cc2cc(C)ccc2[nH]c1=O)N1CCCc2ccccc21 (stereo not given)
7 | -26 | 3.3 | -2 | 0 | i | 6 | -18 | 27 | 2 | CCOC(=O)CCc1c(C(=O)OCC)[nH]c(CC)c1C(=O)OCc1ccccc1
-1 | -12 | -0.5 | 4 | 2 | i | 0 | -8 | 2 | -1 | CCCCC(=O)NC(c1ccc(C(C)C)cc1)c1ccc2cccnc2c1O (stereo not given)
-4 | -1 | -0.9 | -1 | 3 | i | 0 | -4 | 8 | 3 | Cc1cccc2cc(CN(CCN3CCOCC3)C(=O)Nc3ccccc3F)c(=O)[nH]c12
-1 | -2 | 2.5 | 7 | · | · | 4 | · | -11 | · | COC(=O)[C@]12CCCCC=C1N(Cc1ccc(Cl)cc1Cl)C(=O)[C@H](CC(=O)NCc1ccc(C)o1)C2
2 | 5 | -0.4 | -6 | -1 | i | -8 | -16 | -12 | 1 | COC(=O)c1oc2ccc(Br)cc2c1NC(=O)CCCN1C(=O)c2ccccc2C1=O
0 | 3 | -2.2 | 1 | -2 | i | 1 | -1 | 18 | 3 | COc1cccc(Cn2nnc(C(=O)Nc3ccc(C)cc3)c2N)c1
-40 | -9 | 0.5 | 0 | 2 | · | -5 | -1 | 13 | 0 | Cc1ccc(N/C=C2/Sc3ccccc3NC2=O)cc1
10 | -6 | 0.6 | -4 | -7 | i | 1 | 0 | -11 | 3 | COc1cc(C2=NOC(C(=O)N3CCCCCC3)C2)cc(OC)c1OC (stereo not given)
11 | 2 | -0.3 | -7 | -1 | i | 2 | -3 | 7 | -1 | c1ccc(COc2nsnc2N2CCOCC2)cc1
-8 | -6 | 1.0 | 1 | 7 | i | -1 | -4 | -24 | 14 | CON/C=C(\C=Nc1ccc(C(F)(F)F)cc1)c1ncc(C(F)(F)F)cc1Cl
0 | -2 | 0.0 | -2 | 0 | i | -2 | -7 | -12 | -1 | O=C(c1ccc(OC2CCN(C(=O)C3CC3)CC2)cc1)N(CCO)Cc1ccccc1
-3 | -3 | -1.8 | 8 | 1 | i | 2 | 1 | 3 | -1 | O=C(CSc1nnc(-c2ccc(Br)cc2)n1CCc1ccccc1)NC1CCS(=O)(=O)C1 (stereo not given)
-2 | 3 | -0.3 | 3 | 0 | i | 0 | -7 | 7 | 3 | Cn1c(N)c(C(=O)COC(=O)CNC(=O)c2ccc(Cl)cc2Cl)c(=O)n(C)c1=O
-4 | -3 | 4.4 | 0 | 0 | i | -9 | -2 | 4 | -7 | COc1ccc2c(c1)-c1c(sn(-c3ccccc3)c1=S)C(C)(C)N2

# Continued.
NRP1-CendR mod | MT1-MMP act inh | LMPTP block | NadD inh | STEP block | Rpn11 block | SUMO1-SIM PPI | Scp-1 inhibitor | SKN-1 block | DNMT1 block | Compound
-2 | 5 | -3.2 | -2 | 2 | i | 4 | -6 | -1 | 1 | COc1ccc(CNC(=O)C2CCN(S(=O)(=O)c3ccc(-c4nn[nH]n4)cc3)CC2)cc1
1 | -2 | -1.0 | -3 | -2 | i | -2 | -3 | 6 | -1 | CCCCN(C(=O)c1ccc(N2CCCC2=O)cc1)c1c(N)n(CCC)c(=O)[nH]c1=O
23 | -4 | -0.4 | -5 | 0 | i | 2 | -10 | 8 | 5 | Cc1ccc(S(=O)(=O)Nc2c(C)n(C)n(-c3ccccc3)c2=O)c(C)c1
3 | 3 | -1.7 | -6 | 4 | i | 4 | -5 | -17 | 0 | CCOC(=O)c1ccc(NC(=O)c2cc(C)nc3ccccc23)cc1
-3 | 4 | 0.4 | 0 | 9 | i | -13 | -9 | -4 | 1 | Cc1snc(SCC(=O)c2ccc(F)cc2)c1C#N
-14 | -2 | -1.2 | 2 | 1 | i | 2 | -4 | 3 | -4 | CC(=O)c1c(C)[nH]c(C(=O)CN2C(=O)NC(CCc3ccccc3)C2=O)c1C (stereo not given)
-8 | 2 | 0.4 | 2 | 0 | i | 2 | 0 | 10 | -10 | CCC(=O)N(c1nnc(SCC(=O)c2ccc[nH]2)s1)C1CC1
-1 | -1 | -0.2 | -6 | -2 | i | 0 | -1 | 1 | 3 | O=C(Nc1c(F)cccc1F)C1CCN(C(=O)c2cccs2)CC1
16 | -2 | -0.4 | -2 | -1 | i | -5 | -18 | -1 | -2 | S=C(NCCc1ccccc1)Nc1ccc(Cl)cc1Cl
-1 | 0 | -0.8 | -8 | -3 | i | 0 | -12 | -1 | -2 | COc1ccc(C(=O)NNC(=O)c2cc(C)[nH]n2)cc1
2 | 2 | -0.6 | -2 | 1 | i | 0 | -11 | 9 | 1 | COc1ccc(NS(=O)(=O)c2ccc(SC)cc2)c(OC)c1
-39 | -4 | 1.1 | 10 | 5 | i | 12 | -14 | 5 | 6 | Cc1ccc([C@@H]2CC=C(C(=O)O)[C@H](c3ccc(Br)cc3)N2S(=O)(=O)c2ccc(C)cc2)cc1
-3 | 0 | 3.5 | -3 | 0 | i | 1 | -4 | 14 | 1 | O=C(c1ccc(OC(F)(F)F)cc1)c1ncc[nH]1
-1 | -4 | -1.0 | -3 | -2 | i | -3 | 0 | -5 | 3 | O=C(NCc1ccccc1F)C1CCN(C(=O)NCc2ccccc2)CC1
-1 | -3 | 1.3 | 1 | 4 | i | -4 | -1 | -6 | 1 | OCCC1CN(Cc2cccn2-c2nccs2)CCN1Cc1ccccc1 (stereo not given)
8 | 0 | -1.5 | 3 | -1 | i | -3 | -6 | 10 | 0 | CCOC(=O)N1CCN(C(=O)CSc2nnc(Cc3cccn3C)n2CCc2ccccc2)CC1
-7 | -2 | -0.3 | 4 | 1 | i | -4 | -7 | -4 | 2 | COc1ccccc1CNC(=O)CSc1ccc(-c2cccc([N+](=O)[O-])c2)nn1
-35 | -4 | 1.5 | 3 | 2 | i | 3 | 2 | 4 | -13 | COc1cc2nc(CSc3nc(-c4ccc(F)cc4)cs3)[nH]c(=O)c2cc1OC

# An excerpt from above in order of the MT1-MMP act inh value, lowest first:
NRP1-CendR mod | MT1-MMP act inh | LMPTP block | NadD inh | STEP block | Rpn11 block | SUMO1-SIM PPI | Scp-1 inhibitor | SKN-1 block | DNMT1 block | Compound
-1 | -3 | 1.3 | 1 | 4 | i | -4 | -1 | -6 | 1 | OCCC1CN(Cc2cccn2-c2nccs2)CCN1Cc1ccccc1 (stereo not given)
-14 | -2 | -1.2 | 2 | 1 | i | 2 | -4 | 3 | -4 | CC(=O)c1c(C)[nH]c(C(=O)CN2C(=O)NC(CCc3ccccc3)C2=O)c1C (stereo not given)
-1 | -1 | -0.2 | -6 | -2 | i | 0 | -1 | 1 | 3 | O=C(Nc1c(F)cccc1F)C1CCN(C(=O)c2cccs2)CC1
2 | 2 | -0.6 | -2 | 1 | i | 0 | -11 | 9 | 1 | COc1ccc(NS(=O)(=O)c2ccc(SC)cc2)c(OC)c1
-3 | 4 | 0.4 | 0 | 9 | i | -13 | -9 | -4 | 1 | Cc1snc(SCC(=O)c2ccc(F)cc2)c1C#N

# Source: PubChem (Sanford-Burnham Center for Chemical Genomics)
